# High-throughput results: PubChem BioAssay, The Scripps Research Institute Molecular Screening Center
# TAAR1 ag: agonists of human TAAR1; CHO RD-HGA16 TAAR1, Fluo-8 calcium fluorescence; vehicle wells 0%, saturating PEA agonist 100%; activation, % at 3 µM; 360,000 tested, 0.99% active; AID 624467;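 active means activation above the mean activation of all test compounds in the run plus 3 SD, cut at about 38% in these data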
# Target sequence (Q96RJ0 whole entry, looked up): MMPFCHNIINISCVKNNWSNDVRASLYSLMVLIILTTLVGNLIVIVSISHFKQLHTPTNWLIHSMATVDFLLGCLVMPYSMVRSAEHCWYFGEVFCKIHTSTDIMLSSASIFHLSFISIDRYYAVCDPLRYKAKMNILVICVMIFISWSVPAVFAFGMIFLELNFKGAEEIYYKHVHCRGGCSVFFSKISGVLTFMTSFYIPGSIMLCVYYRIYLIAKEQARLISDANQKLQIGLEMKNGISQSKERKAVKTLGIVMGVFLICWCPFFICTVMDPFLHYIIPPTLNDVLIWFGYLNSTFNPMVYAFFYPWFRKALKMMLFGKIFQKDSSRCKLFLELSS
#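 System: CHO-derived RD-HGA16 cells with stable Gα16 and human TAAR1 / Times: 17-24 h plating, Fluo-8 75 min 37 °C, 30 min RT / Technique: calcium-sensitive Fluo-8 signal, excitation 470-495, emission 515-575 nm / Measure: % activation relative to PEA EC100 response / Benchmarks: DMSO and PEA EC100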
# TAAR1 antagonist: antagonists of human TAAR1 | inhibition, % at 3 µM | AID 624466 | Q96RJ0 | CHO RD-HGA16 TAAR1, Fluo-8 calcium fluorescence, antagonist | 360,000 tested, 1.5% active;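 active means inhibition above a per-plate cutoff, the mean inhibition of test compounds on that plate plus 3 SD, cut at about 49% in these data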;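 further: 0% = DMSO plus EC80 beta-PEA response and 100% = DMSO alone without agonist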
#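 test system = CHO RD-HGA16 cells bearing hTAAR1 | replication = singlicate | controls = DMSO-only wells and EC80 β-PEA-stimulated wells | reagent = EC80 β-phenethylamine stimulus | read-out basis = percent inhibition of PEA-evoked calcium signal, max/basal emission ratio | schedule = seeding 17-24 h prior, 75-min 37 °C, 30-min RT dye loading | signal = kinetic Fluo-8 calcium fluorescence measurement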
# An asterisk follows results filed as active. Some of the compounds tested. The share of hits here may be higher or lower than overall.
SMILES,TAAR1 ag,TAAR1 antagonist
COc1ccc(SSc2ccc(OC)cc2C(=O)O)c(C(=O)O)c1,3,-9
COC(=O)c1cc2c(c3c4ccccc4n(S(C)(=O)=O)c13)C(=O)N(Cc1ccccc1)C2,0,4
O=C(C[C@H]1CC[C@H]2[C@@H](COC[C@H](O)CN2C(=O)c2ccccn2)O1)N1CCN(c2ccccc2)CC1,0,-10
Nc1[nH]c(C(=O)c2ccccc2)c(-c2ccc(Cl)cc2F)c1C(=O)NCCc1c[nH]c2ccccc12,3,10
CCn1c2c(n(C(C)=O)c1=O)C[C@@H](c1ccccc1)[C@@H](C)[C@@H](C(=O)N1CCCC1)C2,1,-20
CCOC(=O)[C@]12CCCC=C1N(CCC1=CCCCC1)C(=O)[C@H](CC(=O)NCCc1ccccc1OC)C2,58*,38
N#Cc1cccc(C(=O)NCC2CCN(C(=O)C(=O)c3cc4ccccc4o3)CC2)c1,3,-5
COCc1cc(N2CCNC[C@@H]2C)ccc1N1CCN(Cc2ccccc2)[C@H](C)C1,2,-7
CSCCC(C(=O)NCc1ccccc1)n1c(C2CCN(C(C)=O)CC2)nc2ccccc21 (stereo not drawn),2,-15
C=CCN=C1NC(c2ccccc2)C(C(=O)OC)=C(C)N1Cc1cccc(C(F)(F)F)c1 (stereo not drawn),116*,87*
COc1cccc(CN(C)C(=O)[C@H]2O[C@@H](n3cnc4c(=O)[nH]c(N)nc43)[C@H](O)[C@@H]2O)c1,0,1
COc1cccc(C(=O)Nc2ccc3c(c2)OC[C@H](C)N(CCc2ccccc2)C[C@@H](C)[C@@H](OC)CN(C)C3=O)c1,-1,-12
CCCCCCCCN1C(=O)[C@@H](CC(=O)N2CCC(c3ccccc3)CC2)C[C@@]2(C(=O)OC)C1=C[C@H](C(C)(C)C)O[C@@H]2C,3,-32
C[C@H]1[C@@H](c2ccccc2)Oc2ccc(Cl)cc2S(=O)(=O)N1Cc1ccc(Cl)cc1,0,-33
O=C(NC1CCCCC1)C(c1cccc2ccccc12)n1c(=O)c(-c2ccco2)nc2ccccc21 (stereo not drawn),-1,-9
Nc1[nH]c(C(=O)c2ccccc2)c(-c2ccc3ccccc3c2)c1C(=O)NCc1cccc2ccccc12,1,-16
C[C@@H]1CCCCO[C@H](CN(C)Cc2ccncc2)[C@@H](C)CN([C@H](C)CO)C(=O)c2cc(N(C)C)ccc2O1,0,-7
CC(C)(C)S(=O)N1C[C@@H]2CC(=O)C=C2[C@H]1CCO (stereo partly drawn),2,0
CCC(=O)Nc1ccc(C(=O)Cn2nc(C(=O)O)c3ccccc3c2=O)cc1,1,-6
CCCCS(=O)(=O)N1CCCc2nc(-c3ccc(OC)cc3)ccc21,2,49*
Cc1cccc(C)c1NC(=O)C(c1ccncc1)n1c(=O)c(-c2cc3ccccc3[nH]2)nc2ccccc21 (stereo not drawn),4,30
O=C(NCc1ccccc1)C(c1ccccc1)n1c(=O)c(-c2cc3ccccc3[nH]2)nc2ccccc21 (stereo not drawn),0,-2
CC(C)NC(=O)C1(C)CSCC(=O)N1CCCN1CCOCC1 (stereo not drawn),1,8
COC(=O)[C@]12C[C@H](CC(=O)NCC3CCCCC3)C(=O)N(Cc3ccccc3)C1=C[C@H](C1CCCC1)O[C@@H]2C,-3,-29
O=C(Nc1ccc(F)cc1)C(c1cccc(F)c1)N1CCN(CC(=O)N2CCCC2)CC1 (stereo not drawn),4,2

# Some of these compounds in order of the TAAR1 ag value, ascending:
canonical_smiles | TAAR1 ag
COCc1cc(N2CCNC[C@@H]2C)ccc1N1CCN(Cc2ccccc2)[C@H](C)C1 | 2
N#Cc1cccc(C(=O)NCC2CCN(C(=O)C(=O)c3cc4ccccc4o3)CC2)c1 | 3
Cc1cccc(C)c1NC(=O)C(c1ccncc1)n1c(=O)c(-c2cc3ccccc3[nH]2)nc2ccccc21 (stereo not drawn) | 4

# Exported with tabs: part of the list above.
SMILES	TAAR1 ag	TAAR1 antagonist
Nc1[nH]c(C(=O)c2ccccc2)c(-c2ccc(Cl)cc2F)c1C(=O)NCCc1c[nH]c2ccccc12	3	10
CCCCCCCCN1C(=O)[C@@H](CC(=O)N2CCC(c3ccccc3)CC2)C[C@@]2(C(=O)OC)C1=C[C@H](C(C)(C)C)O[C@@H]2C	3	-32
CCOC(=O)[C@]12CCCC=C1N(CCC1=CCCCC1)C(=O)[C@H](CC(=O)NCCc1ccccc1OC)C2	58*	38

# Following part:
SMILES,TAAR1 ag,TAAR1 antagonist
COC(=O)C1=C(C)N(Cc2ccccc2C(F)(F)F)C(=NCc2ccc3c(c2)OCO3)NC1c1cccc(C(F)(F)F)c1 (stereo not drawn),5,0
O=C(C(=O)N1CCN(C(=O)OCc2ccccc2)CC1)c1cccs1,3,-19
CCCCNC(=O)C[C@@H]1C[C@@]2(C(=O)OCC)CCCC=C2N(Cc2ccccc2)C1=O,1,-17
CNC[C@@H]1OCc2cnnn2CCCC(=O)N([C@@H](C)CO)C[C@H]1C,5,-16
NC(=O)[C@@H]1CCCN1C(=O)[C@@H](Cc1ccccc1)NC(=O)[C@H]1O[C@@H](n2ccc(N)nc2=O)[C@H](O)[C@@H]1O,1,-4
COc1ccc(OCC2CN(Cc3ccccc3)S(=O)(=O)CCO2)cc1 (stereo not drawn),0,18
CCOC(=O)C1=C(C(=O)OCC)C2N(Cc3ccc(Br)cc3)c3ccccc3[C@@]23C[C@@H](C(=O)OC)N(S(=O)(=O)c2ccc(C(F)(F)F)cc2)C3=N1 (stereo partly drawn),2,-27
O=C(NC1CCCC1)C1C(c2ccccc2)=Nc2ccccc2N1C(=O)c1cc(Cl)cc(Cl)c1 (stereo not drawn),-1,-13
CCN(CC)C(=O)[C@H]1C[C@@H]2[C@H](C[C@@H](c3ccccc3)[C@H]1C)N(c1ccc(F)cc1)C(=O)N2C/C=C(\C)CCC=C(C)C,-1,-15
O=c1c(-c2ccccc2)nc2ccccc2n1C(CCc1ccccc1)c1nc2ccccc2[nH]1 (stereo not drawn),0,-15
CCc1cc2c(nc1CC)CCCN2S(=O)(=O)c1ccccc1,1,-18
CC(C)(C)NC(=O)C(c1ccccc1)n1c(=O)c(-c2cc3ccccc3[nH]2)nc2ccccc21 (stereo not drawn),-1,-17
Nc1[nH]c(C(=O)c2ccccc2)c(-c2ccccc2[N+](=O)[O-])c1C(=O)NCCc1c[nH]c2ccccc12,10,22
COC(=O)C[C@H]1CC[C@H](NC(=O)Nc2ccccc2)[C@@H](CO)O1,1,-9
C[C@H]1COc2cccc(N3CCCC3)c2S(=O)(=O)N1,4,-23
COC(=O)C1=CN(c2ccccc2OC)C(N)=C(C#N)C1c1cccc([N+](=O)[O-])c1 (stereo not drawn),3,3
COC(=O)[C@]12C[C@H](CC(=O)N3CCN(C(=O)C4CC4)CC3)C(=O)N(Cc3ccc4c(c3)OCO4)C1=C[C@H](C(C)(C)C)O[C@@H]2C,1,1
C[C@H](O)[C@@H]1CN2CCc3ccc(-c4ccc5c(c4)OCO5)cc3[C@@H]2C[C@@H]1N(C)Cc1ccccc1,0,-5
COC(=O)c1ccc2nc(-c3cccc(Cl)c3)c(Cc3ccccc3C(F)(F)F)n2c1,0,-19
Cc1ccccc1-c1ccc2c(c1)[C@@H]1C[C@H](N(C)C(=O)c3ccco3)[C@H]([C@H](C)O)CN1CC2,1,-9
OCc1ccccc1OCc1ccccc1,-1,8
CC(=O)N(C)C[C@@H]1Oc2cc(Br)ccc2S(=O)(=O)N([C@H](C)CO)C[C@@H]1C,7,-7
O=C(O)C1CCCN1C(=O)c1cccc(Cl)c1 (stereo not drawn),2,-21
Cc1ccc(S(=O)(=O)N2C3CCCCC3O[C@H]2CC(=O)c2cccc3ccccc23)cc1 (stereo partly drawn),2,-12
COC(=O)[C@]12C[C@H](CC(=O)N3CCN(C(=O)C4CC4)CC3)C(=O)N(CCC3=CCCCC3)C1=C[C@H](C(C)(C)C)O[C@@H]2C,-3,-26

# Compounds from the list above that have a furan ring, fused or not:
SMILES,TAAR1 ag,TAAR1 antagonist
N#Cc1cccc(C(=O)NCC2CCN(C(=O)C(=O)c3cc4ccccc4o3)CC2)c1,3,-5
O=C(NC1CCCCC1)C(c1cccc2ccccc12)n1c(=O)c(-c2ccco2)nc2ccccc21 (stereo not drawn),-1,-9
Cc1ccccc1-c1ccc2c(c1)[C@@H]1C[C@H](N(C)C(=O)c3ccco3)[C@H]([C@H](C)O)CN1CC2,1,-9

# (further entries)
SMILES,TAAR1 ag,TAAR1 antagonist
C/C=C/C=C/C(=O)c1cc(C)c(OC(=O)CNC(=O)OC(C)(C)C)c(C)c1O,3,31
COC(=O)[C@]12C[C@H](CC(=O)NCc3ccc(C)o3)C(=O)N(CCC3=CCCCC3)C1=C[C@H](C(C)(C)C)O[C@@H]2C,-2,-25
COc1ccc(N2C(=O)c3n[nH]c(C)c3C2c2ccc(F)cc2)cc1 (stereo not drawn),2,-29
CCCCNc1cccc2c1S(=O)(=O)N[C@@H](C)CO2,-1,4
COCCN1C(=O)[C@H]2C[C@@]13O[C@H](c1ccccn1)N=C3CC1c3ccccc3C[C@@]12C (stereo partly drawn),1,-16
CCCCN1CC(COCc2ccccc2)Oc2cccc(N3CCCCC3)c2S1(=O)=O (stereo not drawn),-1,-35
CC(=O)N1CCC(C(=O)N2c3ccccc3N=C(c3ccc(C(F)(F)F)cc3)C2C(=O)NC(C)C)CC1 (stereo not drawn),-1,-12
CN(c1ccc(NC(=O)CCc2cn(Cc3ccc(Br)cc3)c3ccccc23)cc1)c1ccccn1,3,5
Cc1cc(N2CCN(C(C(=O)NC3CCCC3)C(C)C)CC2)c2ccccc2n1 (stereo not drawn),2,-22
Cc1ccc(OCCNC(=O)[C@@H](Cc2ccccc2)NC(=O)[C@H]2O[C@@H](n3ccc(=O)[nH]c3=O)[C@H](O)[C@@H]2O)cc1C,5,-22
CC1(C)CC(Cc2ccc(C(F)(F)F)cn2)N(C(=O)OC(C)(C)C)C1 (stereo not drawn),9,-21
Cc1cc(N2CCNC[C@H]2C)ccc1N1C[C@@H](C)O[C@@H](C)C1,2,9
CC(C)(C)OC(=O)N1C[C@@]23C[C@H](c4cccc(F)c4)[C@@H](C[C@@H]2S1(=O)=O)O3,2,6
Cc1cc(N2CCN(C(=O)OC(C)(C)C)C[C@@H]2C)ccc1N1CCN(Cc2ccccc2)[C@H](C)C1,-2,9
C[C@H]1CNC(=O)c2c(C(=O)N(C)Cc3ccccc3)ncn21,0,-3
CCCCNC(=O)C(NC(=O)c1cccs1)C(=O)c1ccccc1 (stereo not drawn),2,-19
CN[C@H]1C[C@@H](c2ccccc2Br)N(C(C)=O)C[C@H]1CO,2,-16
CC(C)[C@H]1COCCS(=O)(=O)N1Cc1ccccc1-c1cccc2c1sc1ccccc12,1,-55
CO[C@@H]1CN(C)C(=O)c2cc(NC(=O)C3CC3)ccc2OC[C@H](C)N(C(=O)CN2CCOCC2)C[C@@H]1C,2,-17
COc1ccc(C(C)(C)C)cc1NC(=O)OC[C@@H]1CSCCS(=O)(=O)N1,5,-11
COc1ccc(S(=O)(=O)N[C@@H]2C=C[C@@H](CC(=O)N3CCc4ccccc4C3)O[C@@H]2CO)cc1,20,7
N#Cc1c(N)[nH]c(C(=O)c2ccccc2)c1-c1ccc(Br)cc1,9,-22
COCC1CN(CCc2ccc(F)cc2)S(=O)(=O)c2c(OCCN3C(=O)[C@@H]4[C@H](C3=O)[C@@H]3C=C[C@H]4C3)cccc2O1 (stereo partly drawn),18,63*
CCOC(=O)C[C@@H]1OC[C@H](CO)N1S(=O)(=O)c1ccc(C)cc1,3,-23
CC(C)[C@H](NC(=O)[C@H](C)NC(=O)OC(C)(C)C)C(=O)N1CCC2CCN(Cc3ccccc3)CC21 (stereo partly drawn),0,-18

# Single records, from the list above. Screens in order: TAAR1 ag	TAAR1 antagonist
# Shown for CN(c1ccc(NC(=O)CCc2cn(Cc3ccc(Br)cc3)c3ccccc23)cc1)c1ccccn1 = 3	5
# Shown for CC(C)[C@H](NC(=O)[C@H](C)NC(=O)OC(C)(C)C)C(=O)N1CCC2CCN(Cc3ccccc3)CC21 (stereo partly drawn) = 0	-18
# Shown for O=C(C(=O)N1CCN(C(=O)OCc2ccccc2)CC1)c1cccs1 = 3	-19

# Next structures.
SMILES,TAAR1 ag,TAAR1 antagonist
N#Cc1ccc(OCC(=O)Nc2cc(S(=O)(=O)N3CCOCC3)ccc2N2CCCC2)cc1,9,9
COc1ccccc1C(=O)N1CCN(C(=O)[C@@H](Cc2ccccc2)NC(=O)[C@H]2O[C@@H](n3cnc(C(N)=O)n3)[C@H](O)[C@@H]2O)CC1,1,-19
CC(=O)/C=C1\OCc2ccccc21,6,-27
C=C1[C@H](C)CN(S(=O)C(C)(C)C)[C@H]1CCO (stereo partly drawn),2,13
COC(=O)C1=C(C)N(C)C(=NCc2ccc(OC)cc2)NC1c1cccc(F)c1 (stereo not drawn),4,-7
COc1cccc(CNC(=O)[C@H]2CCCN2C(=O)[C@H]2CCCN2C(=O)c2cc(F)cc(F)c2)c1,2,4
